FAS TE block – FAS thioesterase domain inhibitors, primary screen, biochemical, fluorescence intensity, uHTS; Fatty acid synthase (Homo sapiens), P49327; recombinant FAS-TE, OMFH fluorogenic substrate, fluorescence endpoint; inhibition, % at 15 µM; actives 0.67% (n = 360,000); AID 602261, 2012;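 active = compounds whose normalised, plate-corrected inhibition of enzyme fluorescence in the single-dose primary screen is 50% or more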;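 also: 0% = DMSO with enzyme and 100% = substrate without enzyme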
Neddylation inh – inhibitors of cullin neddylation, primary screen, biochemical, TR-FRET, uHTS, NAE and Ubc12. NEDD8-conjugating enzyme Ubc12 (Homo sapiens) + NEDD8-activating enzyme E1 regulatory …. calls only at 25 µM. actives 0.58% (n = 360,000); in the data active = inhibition above about 36%
MT1-MMP act inh – blockers of MT1-MMP proenzyme processing, primary screen, HT1080 RFP-PRO-GFP cells, GFP/RFP fluorescence. actives 0.061% (n = 360,000). GFP/RFP ratio change, % at 20 µM. Matrix metalloproteinase-14 (Homo sapiens), P50281. GFP/RFP ratio fluorescence, overnight; percent of plate control window, DMSO zero;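 active = GFP/RFP ratio change of at least 30% with cell ATP level not reduced by more than half and red fluorescence within 50% of control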; also: strong numbers were not always called active
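Assay system: HT1080 RFP-PRO-GFP cells | Dosing: 20 µM single dose, 1% DMSO | Incubation: Cells overnight before dosing, compound overnight, 37 °C, 5% CO2 | Evaluation: GFP/RFP fluorescence ratio | Control set: DMSO-only wells and HT1080 RFP-L50D-GFP cell wells as references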
NadD inh – inhibitors of S. aureus NadD, primary screen, biochemical, colorimetric, uHTS. purified NadD enzyme, colorimetric absorbance read-out. actives 0.78% (n = 360,000). inhibition, % at 20 µM. Nicotinate-nucleotide adenylyltransferase NadD (Staphylococcus aureus N315). AID 602399, 2012; in the data active = inhibition above about 26%; also: some compounds past the cut are filed as inactive
CSN inh – inhibitors of CSN-mediated cullin deneddylation, primary screen, biochemical, fluorescence polarization, uHTS | COP9 signalosome complex subunit 5 (Homo sapiens), Q92905 | inhibition, % at 12.5 µM | Purified CSN, SCF-Nedd8-OG deneddylation | actives 0.38% (n = 360,000);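 active = pattern-corrected inhibition above about 35%, with an unprinted fluorescence ratio check between 0.5 and 1.5, limit read from the data, passing the limit was not always enough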;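 also: 0% = enzyme with substrate and 100% = substrate without enzyme; some results filed as inactive read as strong as hits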
Target sequence (Q92905 whole entry, looked up, one chain of several): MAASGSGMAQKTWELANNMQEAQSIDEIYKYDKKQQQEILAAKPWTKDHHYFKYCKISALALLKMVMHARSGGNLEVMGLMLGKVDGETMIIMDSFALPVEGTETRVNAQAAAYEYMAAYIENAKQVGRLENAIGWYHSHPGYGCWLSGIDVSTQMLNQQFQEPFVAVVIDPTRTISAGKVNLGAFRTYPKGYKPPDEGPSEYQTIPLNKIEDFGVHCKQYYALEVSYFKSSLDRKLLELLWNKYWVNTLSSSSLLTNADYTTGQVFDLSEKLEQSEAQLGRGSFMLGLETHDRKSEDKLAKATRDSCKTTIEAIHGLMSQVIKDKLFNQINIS
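Assay system: purified human Csn5 enzyme expressed in HEK293T cells; Input: 0.24 nM Csn5 enzyme, final concentration; Reagent: 10 nM SCFSkp2-Nedd8OG; Compound dosing: 12.5 µM single point; Times: reaction 90 min, room temperature; Technique: fluorescence polarization readout.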
SKN-1 inh – suppressors of acrylamide-induced Pgst-4::GFP reporter in worms, primary screen, SKN-1 inhibitor project, whole organism, uHTS, GFP/RFP fluorescence ratio, strain VP596 | actives 0.49% (n = 360,000) | AID 624304, 2012 | inhibition, % at 21.8 µM | C. elegans VP596 Pgst-4::GFP/RFP ratio, 24 h;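 active = interference check ratio from 0.5 to 1.5 plus GFP to RFP signal ratio inhibition reaching or exceeding a fixed threshold, cut at about 30% in these data, passing the limit was not always enough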; also: some compounds called inactive have numbers as strong as hits
Rin1 Abl inh – inhibitors of Rin1-Abl protein binding, primary screen, biochemical, TR-FRET; Tyrosine-protein kinase ABL1 (Homo sapiens) + Ras and Rab interactor 1 (Homo sapiens), …; inhibition, % at 7.35 µM; actives 0.4% (n = 360,000); AID 588664, 2011; in the data active = inhibition above about 5%, passing the limit was not always enough
Rpn11 inh – Rpn11 (PSMD14) deubiquitinase inhibitors, primary screen, biochemical, fluorescence polarization, uHTS | 26S proteasome non-ATPase regulatory subunit 14 (Homo sapiens), O00487 | human 26S proteasome, Ub4-pepOG fluorescence polarization; 20S core pre-blocked with epoxomicin | calls only at 20 µM | actives 0.59% (n = 360,000) | AID 588493, 2011;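 active = inhibition at 20 µM, scaled to each plate's controls, above about 33%, limit read from the data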
MLLE-PAM2 inh – inhibitors of PABP1 MLLE–PAM2 peptide binding, primary screen, biochemical, fluorescence polarization, FITC-PAM2, GST-MLLE; Polyadenylate-binding protein 1 (Homo sapiens), P11940; inhibition, % at 20 µM; actives 0.36% (n = 360,000); AID 588489, 2011; in the data active = inhibition above about 35%, passing the limit was not always enough;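 also: plate controls were DMSO wells with GST-MLLE for no effect and wells lacking GST-MLLE protein for full effect; some results filed as inactive read as strong as hits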
Target sequence (P11940 whole entry, looked up): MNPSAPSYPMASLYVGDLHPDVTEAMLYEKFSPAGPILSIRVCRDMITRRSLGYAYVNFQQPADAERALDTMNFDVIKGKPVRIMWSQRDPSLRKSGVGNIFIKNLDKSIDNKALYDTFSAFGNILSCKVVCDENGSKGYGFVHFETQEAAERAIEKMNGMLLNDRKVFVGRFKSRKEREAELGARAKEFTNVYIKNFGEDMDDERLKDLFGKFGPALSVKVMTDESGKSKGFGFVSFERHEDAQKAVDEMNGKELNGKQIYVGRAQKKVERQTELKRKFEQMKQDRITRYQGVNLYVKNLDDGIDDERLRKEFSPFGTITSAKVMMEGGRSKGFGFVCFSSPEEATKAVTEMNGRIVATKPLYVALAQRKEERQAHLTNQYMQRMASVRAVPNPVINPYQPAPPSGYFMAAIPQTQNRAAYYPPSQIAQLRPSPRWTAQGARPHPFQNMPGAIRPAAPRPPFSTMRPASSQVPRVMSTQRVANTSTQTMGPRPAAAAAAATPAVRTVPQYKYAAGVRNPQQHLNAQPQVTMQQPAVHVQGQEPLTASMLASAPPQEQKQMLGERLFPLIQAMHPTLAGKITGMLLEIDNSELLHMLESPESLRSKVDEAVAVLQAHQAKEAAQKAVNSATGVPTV
* marks the source's active call; other numbers are inactive results; i = inactive; / = not tested or not shown; + = active, no number.

SMILES	FAS TE block	Neddylation inh	MT1-MMP act inh	NadD inh	CSN inh	SKN-1 inh	Rin1 Abl inh	Rpn11 inh	MLLE-PAM2 inh
Cc1ccnc(N2CCC(C(=O)Nc3cccc(C(F)(F)F)c3)CC2)n1	12.0	i	0.0	-8.1	0.8	-16.4	-3.0	i	5.1
O=C(CSc1n[nH]c(-c2cccs2)n1)N1CCCC1	-5.0	i	1.7	-1.8	-3.5	11.3	1.2	i	-19.0
CC1=C(C(=O)N2CCOCC2)CC(CC(=O)NC2CC2)C(=O)N1CCC1=CCCCC1 (stereo not drawn)	-12.0	i	-0.3	-2.9	-2.8	2.2	5.0	i	2.4
COc1cccc(-n2nnnc2SCC(=O)Nc2cccc(NC(C)=O)c2)c1	3.1	i	6.1	-5.6	-2.8	9.4	0.8	i	14.0
Fc1ccc(C(CCNCc2cccs2)c2ccco2)cc1 (stereo not drawn)	2.4	i	-4.2	-7.9	0.8	-4.7	4.4	i	2.1
CCC(CO)NC1=CC(=O)CCC1 (stereo not drawn)	-8.5	i	1.4	2.9	-0.2	9.9	0.3	i	23.7
O=C1CCN(C(=O)Nc2ccccc2Cl)N1	-7.1	i	11.4	-3.4	1.0	-15.2	0.7	i	10.4
Cc1ccc(S(=O)(=O)N2CCC(=O)N([C@H](COCc3ccc(Cl)cc3)Cc3ccccc3)CC2)cc1	24.7	i	-3.0	1.4	-1.8	1.4	/	/	/
CCN(c1ccccc1)S(=O)(=O)c1cccc(C(=O)N(C)CCOc2ccccc2)c1	18.5	i	3.1	4.0	4.4	0.4	5.1	i	-5.1
CCNC(=S)NNC(=S)NCc1ccccc1	-5.9	i	2.4	-2.1	-11.6	3.1	0.1	i	35.5
COc1cc(CCN2C(=O)c3cccc4cccc(c34)C2=O)c(S(=O)(=O)NCCCO)cc1OC	-0.2	i	2.4	-3.6	1.3	18.4	-4.0	i	0.7
CCOC(=O)C1CCCN(C/C=C/c2ccccc2)C1 (stereo not drawn)	-0.4	i	-1.1	-2.8	2.1	1.5	-0.9	i	7.3
COc1cc(/C=C2\CCC(C3CCCC3)C2=O)ccc1OC(C)C (stereo not drawn)	8.4	i	-9.5	4.9	-5.4	1.1	0.1	i	3.5
Cc1sc2c(c1C)c(=O)nc1scc(CC(=O)O)n12	-0.2	i	-1.1	-2.9	0.0	22.3	2.1	i	3.5
CC1(C(=O)Nc2ccc3nc[nH]c3c2)CCN1C(=O)C/C=C/c1ccccc1 (stereo not drawn)	-7.6	i	-1.3	-1.3	1.3	22.2	-1.3	i	-2.7
CN(C)c1ccc(C(=O)Nc2ccc(S(=O)(=O)Nc3nccs3)cc2)cc1	-2.7	i	0.8	4.3	5.5	-8.3	-11.5	i	-5.4
Cc1cccn(Cc2c(Cl)cccc2Cl)c1=O	-5.2	i	3.5	-2.2	-4.3	15.1	-0.6	i	-6.1
O=C(NNC(=O)c1cccc2ccccc12)c1ccc(Cl)cc1Cl	0.3	i	6.9	-1.8	0.0	3.5	0.3	i	-13.1
O=C(Nc1cccc(C(=O)O)c1)Nc1ccc2c(c1)OCO2	-4.3	i	2.1	-6.7	-4.0	12.4	-1.6	i	-4.9
CCC(C(=O)NCc1ccco1)n1nc(C)c2c(C)n(-c3ccccc3)nc2c1=O (stereo not drawn)	-3.4	i	-0.4	-0.8	-8.0	5.3	1.0	i	-10.3
CCS(=O)(=O)N1CCCC(C(=O)Oc2ccc(Br)cc2)C1 (stereo not drawn)	-1.0	i	-1.1	1.2	-0.5	-6.9	0.4	i	-13.7
CC1(C)Cc2ccccc2-c2nnc(-c3ccccn3)n21	-4.5	i	4.6	-3.2	1.5	7.7	2.9	i	-10.0
Cc1cccc(C(=O)NCC(=O)OCC(=O)c2ccc(C)s2)c1	-0.9	i	1.7	-1.9	-0.1	-5.1	-0.5	i	-16.9
CCCCC(=O)NC(c1ccc([N+](=O)[O-])cc1)c1c(O)ccc2ccccc12 (stereo not drawn)	39.5	i	-20.7	4.5	-0.9	11.4	-1.9	i	3.5
NC1=NC2(CCN(Cc3ccccc3)CC2)n2c(nc3ccccc32)N1	-2.9	i	-2.3	-4.8	1.2	-2.1	-0.6	i	-11.7
COc1cccc(CNC(=O)CCC(=O)N2Cc3cccc(OC)c3Oc3ncccc32)c1OC	-1.1	i	-5.5	0.8	3.1	-3.9	-2.3	i	-1.8
CCOc1ccc(S(=O)(=O)N(CC(=O)N/N=C/c2ccc(-c3ccc([N+](=O)[O-])cc3)o2)c2ccccc2)cc1	10.3	i	1.9	41.4*	8.7	17.5	0.1	+	-30.8
Cc1ccc(-c2noc(-c3ccccc3C(=O)N3CCCC3)n2)cc1	-0.4	i	-2.5	0.8	-1.4	-2.5	-4.2	i	-9.6
COc1ccc(OCc2nnc(SCC(=O)NC3CCCCC3)o2)cc1	2.2	i	3.6	11.7	-0.4	-7.4	1.5	i	0.3
COc1ccc(C(=O)N2CCCC(CCC(=O)N3CCN(c4ccccn4)CC3)C2)cc1 (stereo not drawn)	-6.5	i	4.2	-7.7	0.9	-7.0	-2.6	i	-1.4

Entries of single compounds from above. Screens in order: FAS TE block | Neddylation inh | MT1-MMP act inh | NadD inh | CSN inh | SKN-1 inh | Rin1 Abl inh | Rpn11 inh | MLLE-PAM2 inh
CCS(=O)(=O)N1CCCC(C(=O)Oc2ccc(Br)cc2)C1 (stereo not drawn) across the screens: -1.0 | i | -1.1 | 1.2 | -0.5 | -6.9 | 0.4 | i | -13.7
CCOc1ccc(S(=O)(=O)N(CC(=O)N/N=C/c2ccc(-c3ccc([N+](=O)[O-])cc3)o2)c2ccccc2)cc1 across the screens: 10.3 | i | 1.9 | 41.4* | 8.7 | 17.5 | 0.1 | + | -30.8
CC1(C)Cc2ccccc2-c2nnc(-c3ccccn3)n21 across the screens: -4.5 | i | 4.6 | -3.2 | 1.5 | 7.7 | 2.9 | i | -10.0
Cc1cccn(Cc2c(Cl)cccc2Cl)c1=O across the screens: -5.2 | i | 3.5 | -2.2 | -4.3 | 15.1 | -0.6 | i | -6.1

(more compounds)
SMILES	FAS TE block	Neddylation inh	MT1-MMP act inh	NadD inh	CSN inh	SKN-1 inh	Rin1 Abl inh	Rpn11 inh	MLLE-PAM2 inh
COc1ccc(NC(=O)CCNC(=O)N2CC(=O)Nc3ccccc32)cc1OC	-6.8	i	1.8	1.2	-2.1	8.7	0.8	i	-5.3
CCc1ccc(S(=O)(=O)Nc2cc3c(cc2N2CCCCC2)n(C)c(=O)c(=O)n3C)cc1	-16.2	i	8.4	9.5	-3.8	21.4	-5.1	i	-12.0
CC(C(=O)Nc1ccccc1Cl)N(c1ccccc1)S(C)(=O)=O (stereo not drawn)	-2.1	i	0.3	-0.2	-3.3	-7.4	1.3	i	-1.0
COc1cccc2cc(-c3nc4ccccc4[nH]3)c(=O)oc12	-3.2	/	-1.0	-0.4	4.4	-2.3	-5.6	i	-15.2
CC1CCN(c2ccccc2NC(=S)NC(=O)c2ccco2)CC1	24.9	i	-10.7	-7.1	-4.1	6.4	1.1	i	46.5*
O=C(Nc1ccc(Br)cc1F)C1CCCN(S(=O)(=O)c2cnc[nH]2)C1 (stereo not drawn)	-11.7	i	0.7	-1.0	-9.3	8.0	-0.6	i	0.7
O=[N+]([O-])c1nccn1C1C=CC(O)C(CO)O1 (stereo not drawn)	-5.9	i	7.5	9.7	-1.2	9.1	/	/	/
COc1cc2c(cc1OC)n(CC(=O)NC1CCCCCC1)n1c(C)cc(=O)nc21	8.6	/	4.8	0.7	-2.0	-13.1	5.5	i	-12.4
O=C(NNC1CC(=O)N(c2ccc(Cl)cc2)C1=O)c1ccccc1Cl (stereo not drawn)	-1.4	i	-1.2	-3.2	4.2	-4.3	-0.2	i	-6.4
CN(C)S(=O)(=O)c1cccc(NC(=O)COC(=O)c2ccc3c(c2)OCO3)c1	1.9	i	5.3	6.7	-3.0	6.0	0.7	i	-21.3
CCCn1c2ccc(F)cc2c2nnc(NN)nc21	-18.8	i	9.4	4.6	7.4	-11.9	-0.6	i	-10.6
O=C(NC1CCCCCCC1)C1c2ccccc2C(=O)N1Cc1cccs1 (stereo not drawn)	6.8	i	-3.4	-0.7	-3.2	2.9	0.0	i	5.5
Cc1ccccc1N1CCN(C2CCCN(C(=O)c3csc(C(C)C)n3)C2)CC1 (stereo not drawn)	-2.0	i	-1.0	1.9	-1.2	19.9	0.8	i	-11.7
Cc1cc(NC(=O)CSc2nnc(NCc3ccco3)s2)no1	-3.8	i	-2.7	0.4	2.8	10.6	1.9	i	16.4
CN1C(=O)/C(=C\c2ccccc2F)Sc2ccc(C(=O)NC3CCN(Cc4ccccc4)CC3)cc21	7.4	i	1.4	4.2	1.8	3.6	0.0	i	10.5
CN(C)/C=C1\C(=O)N(C)N=C1C(F)(F)F	0.9	i	5.3	3.3	1.6	-1.7	2.8	i	-4.2
Cc1ccc(CNC(=O)C2CCC(=O)N2Cc2ccc(C)cc2)cc1 (stereo not drawn)	-1.7	i	-0.2	-0.2	-0.3	-12.4	3.5	i	-6.8
COc1ccc(Br)cc1/C=C\C(=O)NCc1cccnc1	5.8	i	2.6	8.8	-2.1	12.6	-0.2	i	16.1
O=C(Nc1ccccc1Oc1cccnc1)C1CCCN(C/C=C/c2ccc(F)cc2)C1 (stereo not drawn)	8.8	i	-0.3	-4.2	-0.5	12.7	1.3	i	4.4
CSc1ccc(S(=O)(=O)NCC(=O)OCC(=O)NC2(C#N)CCCCC2)cc1[N+](=O)[O-]	-3.3	i	-2.2	4.1	0.7	13.2	-2.3	i	-52.0
CCN(CC)C(=O)C1CCCN(Cc2ccc(N(C)C)cc2)C1 (stereo not drawn)	-8.9	i	0.8	-3.2	-0.8	-10.5	-1.2	i	-3.5
CCOC(=O)c1ccccc1NC(=O)/C=C/C(=O)O	-9.6	i	-0.6	-1.6	-4.5	-14.4	-1.4	i	-11.3
CC(C)=CCN1CCN(Cc2ccc(Oc3ncccn3)cc2)CC1CCO (stereo not drawn)	-12.1	i	1.2	-1.4	-2.0	3.5	-4.6	i	3.5
O=C(CN1CCOCC1)Nc1ncccn1	-4.0	i	3.6	5.2	-0.6	6.9	0.3	i	2.9
NC1=NC(=O)/C(=C/c2ccc(-c3ccc(S(N)(=O)=O)cc3)o2)S1	-10.3	i	-15.8	2.7	33.6	0.9	-4.4	+	-37.3
COc1cccc(N2CC(=O)N(NC(=O)c3sc4nc(C)cc(C)c4c3N)CC2=O)c1	7.2	/	1.0	-2.0	2.8	-1.1	-2.5	i	15.6
CCN(C(=O)CSc1nnc(-c2ccco2)n1CC)c1c(N)n(Cc2ccccc2)c(=O)[nH]c1=O	-1.9	i	4.9	-4.6	1.7	-13.3	3.4	i	-4.9

The order is random. About 3.9% of those tested had a hit in this group.
